Screening results as filed in PubChem BioAssay.
TTR transcr act – TTR transcription activators in neuroblastoma reporter cells, primary screen, cell-based, luminescence, SH-SY5Y, TTR promoter Gaussia luciferase; 100% = recombinant luciferase protein wells; activation, % at 16.7 µM; 92,000 tested, 1.3% active;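 active means activation above the mean of all tested compounds plus 3 SD, cut at about 9.5% in these data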;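 further: cells exposed to compounds for one day before reading; 0% = median of all test compound wells on the plate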
* marks the source's active call; other numbers are inactive results.

SMILES	TTR transcr act
C/C(N)=C(/C#N)C(=O)COC(=O)CNS(=O)(=O)c1ccc2ccccc2c1	-0.4
CC(=O)c1c(C)nc(Nc2nc3ccccc3s2)nc1C	-1.6
O=c1[nH]cnc(O)c1C1C=CC=CC=C1	-1.0
CCCn1nnnc1NC(=O)COc1ccc(CC)cc1	1.5
COc1ccc(C)cc1Nc1n[n+](-c2ccccc2)c(-c2cccc(Cl)c2Cl)s1	-3.0
COc1ccc(S(=O)(=O)N2CCCN(CC(=O)Nc3cc(NC(C)=O)ccc3OC)CC2)cc1	-1.8
O=C(NCCc1ccc(Cl)cc1)C12CC3CC(CC(O)(C3)C1)C2	-0.1
C/C(=N/Nc1ccnc2cc(Cl)ccc12)c1ccc(N)cc1	-4.7
Cn1c(N)c(C(=O)COC(=O)c2ccc(Cl)c(S(=O)(=O)N3CCCC3)c2)c(=O)n(C)c1=O	-1.1
CC(=O)/C(N=Nc1cc2c(c([N+](=O)[O-])c1C)C(C)(C)CC2(C)C)=C(\C)O	-0.6
CCOC(=O)C1=C(C)N(C)C(=S)NC1c1ccc(Cl)cc1 (stereo not drawn)	-1.3
CC(=O)Nc1ccc(NC(=S)NC(=O)c2ccc([N+](=O)[O-])c(C)c2)cc1	0.2
COc1ccc(-c2noc(CCC(=O)Nc3cc(Cl)c(OC)cc3OC)n2)cc1	-2.6
Cc1csc(C(=O)NCC(=O)NNC(=O)c2cccc(Cl)c2)c1	-0.5
Cc1csc(SCC(=O)N2CCCC2)n1	7.2
O=C(NCCc1csc(-c2cccnc2)n1)c1ccccc1Br	18*
COc1cc(OC)cc(-c2sc3ccc(OC)cc3c2-c2ccc3cc[nH]c3c2)c1	3.4
Cc1ccccc1OCC(=O)N/N=C/c1ccccn1	0.5
O=C(CC1CC2CCC1C2)NCCc1ccc(Cl)cc1 (stereo not drawn)	2.8
CCOC(=O)NNC1CC(=O)N(c2ccccc2)C1=O (stereo not drawn)	2.2
CCN(CC)c1ccc(/C=N/NC(=O)c2ccc([N+](=O)[O-])cc2)cc1	0.0
COc1ccc(-c2nn(-c3ccccc3)cc2C(=O)Nc2cccc(C(=O)O)c2)cc1[N+](=O)[O-]	-1.9
O=C(c1ccco1)N1CCCC(c2nc(-c3ccc(S(=O)(=O)NCc4ccccc4)cc3)no2)C1 (stereo not drawn)	-1.8
CCCCCn1c(CN2CCN(Cc3ccccc3)CC2)nc2c1c(=O)[nH]c(=O)n2C	1.9
CCN(C(=O)CSc1nc2cc(S(=O)(=O)N(CC)CC)ccc2n1CC)C1CCS(=O)(=O)C1 (stereo not drawn)	0.4
O=C(CCN1C(=O)c2ccccc2C1=O)N1CCN(c2ccccn2)CC1	0.0
Cc1nc(SCC(=O)N(CC(C)C)C2CCS(=O)(=O)C2)c2ccccc2n1 (stereo not drawn)	-1.6
C[C@H](CO)N1C[C@H](C)[C@@H](CN(C)Cc2ccc3c(c2)OCO3)Oc2cc(Br)ccc2S1(=O)=O	0.1
CN1CCN(C(=O)CCN2C(=O)c3ccccc3C2=O)CC1	-0.7
COc1cc(NC(=O)C(=O)Nc2ccc3nc4n(c(=O)c3c2)CCCCC4)cc(OC)c1OC	0.7
CC1(C(=O)NCc2cccc3ccccc23)CCN1Cc1ccc2ccccc2c1 (stereo not drawn)	-1.7
CCOc1ccc(-c2ccc(SC)nn2)cc1	1.2
COCCn1c(C)cc(C(=O)COC(=O)c2ccc3ncsc3c2)c1C	-1.0
CC(=O)N1CCN(S(=O)(=O)c2cccc(C(=O)NC3CCCC3)c2)CC1	0.0
C[C@H](CO)N1C[C@H](C)[C@@H](CN(C)S(=O)(=O)c2cn(C)cn2)Oc2c(NS(=O)(=O)c3cccs3)cccc2C1=O	0.2
O=C([C@H]1O[C@@H](n2ccc(=O)[nH]c2=O)[C@H](O)[C@@H]1O)N1CCN(c2ccc(Cl)cn2)CC1	-0.5
CC(C)Oc1ccc(C(=O)NCC(=O)OCC(=O)N(C)Cc2cccs2)cc1	4.2
CC1Cc2ccccc2N1C(=O)CN1C(=O)CN(C)C(=O)c2ccccc21 (stereo not drawn)	1.4
COc1cc(C#N)c(N=C(SCC#N)N2CCOCC2)cc1OC	-0.3
NC(=O)C1CCN(C(=S)NC2CC3C=CC2C3)CC1 (stereo not drawn)	0.5
COc1ccc(N2CCN(C(=O)c3ccc4ccccc4n3)CC2)cc1	0.0
COc1cccc(NC(=S)N2CCCN(Cc3ccc(F)cc3)C2)c1	6.3
CCn1c(CCNC(=O)c2cccs2)nnc1SCC(=O)Nc1nc(-c2ccccc2)cs1	-1.9
CCOC(=O)C1=CCN(S(=O)(=O)c2cccc(Cl)c2)C1c1ccc(Br)cc1 (stereo not drawn)	-0.4
CC1(c2ccccc2)NC(=O)N(CC(=O)N2CCOCC2)C1=O (stereo not drawn)	3.8
CN1/C(=C\C=C2/C(=O)Oc3ccccc3C2=O)C(C)(C)c2ccccc21	-3.1
COc1cc(OC)c(S(=O)(=O)NCc2cccnc2)cc1NC(C)=O	0.6
CCOC(=O)c1cc2c(ccn2C)n1CC(=O)Nc1ccc(F)cc1	3.5
Cc1ccn(-c2ccc([N+](=O)[O-])cc2)n1	0.6
O=c1c2c(-c3cccs3)csc2ncn1-c1ccccc1	0.2
CSc1sc(C(=O)NC(=O)NCc2ccncc2)c(C)c1-c1ccon1	-0.8
COC(=O)c1cn(C)c2ccc(S(=O)(=O)N3CC(C)CC(C)C3)cc2c1=O (stereo not drawn)	-0.6
CC(O)CSc1nc2c(c(=O)[nH]c(=O)n2C)n1Cc1ccccc1Cl (stereo not drawn)	-1.3
Cc1ccccc1-n1c(=O)cc(N2CCCCCC2)[nH]c1=O	-0.2
CN1/C(=C\C(=S)Nc2ccccc2)C(C)(C)c2ccccc21	-0.5
COc1ccc(Cl)cc1NC(=S)NCCCN1CCCC1=O	-0.7
COc1ccc(S(=O)(=O)Nc2ccccc2-c2nc3ccccc3[nH]c2=O)cc1	2.0
CC(C)(C)Nc1scc(-c2ccccc2)[n+]1-c1ccccc1	-1.5
COc1ccc(S(=O)(=O)N2CCCOC2CNC(=O)C(=O)NCCCn2ccnc2)cc1 (stereo not drawn)	0.7
Cn1c(=O)oc2cc(S(=O)(=O)N3CCCC(C(=O)NCC4COc5ccccc5O4)C3)ccc21 (stereo not drawn)	-3.1

Looked up by compound from above (3):
SMILES	TTR transcr act
COCCn1c(C)cc(C(=O)COC(=O)c2ccc3ncsc3c2)c1C	-1.0
COC(=O)c1cn(C)c2ccc(S(=O)(=O)N3CC(C)CC(C)C3)cc2c1=O (stereo not drawn)	-0.6
CN1/C(=C\C(=S)Nc2ccccc2)C(C)(C)c2ccccc21	-0.5

Later entries:
SMILES	TTR transcr act
CN(C)CCCNC(=O)c1cc(C(=O)Cc2ccccc2)c[nH]1	21*
O=C(C1CCN(CC2CC=CCC2)CC1)N(CCc1ccccc1)Cc1ccccc1 (stereo not drawn)	1.8
O=C(NCCCn1ccnc1)c1cn(-c2ccccc2)nc1-c1ccc(F)cc1	0.3
O=C(CN1C(=O)COc2ccccc21)NCCN1CCc2ccccc2C1	-0.7
CN(CC(=O)Nc1ccc(S(=O)(=O)N2CCCC2)cc1)Cc1ccc(Cl)cc1Cl	1.4
O=C(c1ccc2nc(-c3ccco3)c(-c3ccco3)nc2c1)N1CCN(c2ccccc2)CC1	-2.1
O=C(CSc1nc2c(sc3ccccc32)c(=O)n1CCCN1CCCC1)NCC1CCCO1 (stereo not drawn)	-1.0
C[C@H](CO)N1C[C@H](C)[C@@H](CN(C)Cc2ccncc2)Oc2c(cccc2N(C)C)C1=O	4.7
CCNC(=S)N1CCN(C(c2ccccc2)c2ccccc2)CC1	-4.4
O=S1(=O)N=C(c2ccccc2)C=C(c2ccccc2)N1	0.3
Cc1cc(C(=O)N/N=C/c2c(C)[nH]c3ccccc23)n[nH]1	-0.6
CCOc1ccc(N=Nc2c(N)[nH][nH]c2=O)cc1	0.2
O=C(c1ccc2nc[nH]c2c1)N1CCN(S(=O)(=O)c2cccc(F)c2)CC1	-1.3
COc1cc(C(=O)N(C)CC2CCN(CCc3cccc(C(F)(F)F)c3)CC2)ccc1C	-1.5
COc1ccc(NC2=C(NCCO)C(=O)c3ccccc3C2=O)cc1	-2.2
O=C(O)c1ccccc1C(=O)NCC(O)c1ccccc1 (stereo not drawn)	4.0
CN(C)S(=O)(=O)N1CCN(C(=O)N2CCCCCC2)CC1	-2.1
COc1cccc(Nc2nc(N)c([N+](=O)[O-])c(NCc3ccccc3)n2)c1	-3.0
Cc1nc2c(c(=O)c3ccccc3n2C)c(=O)n1C1CCCC1	-1.7
CCOC(=O)C1(C)CCN1C(=O)c1cc(F)ccc1C (stereo not drawn)	0.9
CCCCOc1ccc(-c2nnc(-c3ccco3)o2)cc1	-1.1
COc1ccc(NC(=O)CSc2nc(-c3ccncc3)nn2CC(=O)N2CCCC2)cc1	2.0
CCOC(=O)C(=O)N=Nc1c(O)[nH]c2ccccc12	-0.4
C[C@H](CO)N1C[C@H](C)[C@H](CN(C)C(=O)c2ccncc2)OCc2cnnn2CCCC1=O	18*
COc1ccc(Br)cc1CN1CCN(C(=O)c2cccc(OC)c2OC)CC1	0.1
CCCC(=O)N(C1CC(C)C(C#N)(C#N)C1(C#N)C#N)N(C)C (stereo not drawn)	-6.1
CCOc1cc(/C=N/n2cnnc2)ccc1O	1.8
O=C(CSc1ncnc2c1oc1ccccc12)N1CCN(c2ccccc2)CC1	3.2
COc1cccc(C(=O)c2c[nH]c(C(=O)NCCCN3CCOCC3)c2)c1	2.0
COc1ccc(C2CC(c3ccc([N+](=O)[O-])cc3)=NN2C(=O)c2ccccc2)cc1OC (stereo not drawn)	0.4

Further structures follow.
structure | TTR transcr act
O=C(COC(=O)c1ccccc1Br)NC(=O)NCc1ccccc1 | 7.2
CN(/C=C/C(=C/C=[N+](C)c1ccccc1)OCCCS(=O)(=O)[O-])c1ccccc1 | 0.8
CC1CCN(c2nnc(-c3cccs3)c3ccccc23)CC1 | 0.4
CCOc1ccccc1NC(=O)C1C2C=CC(C2)C1C(=O)O (stereo not drawn) | -0.1
N#C/C(=C\c1cn(CCOc2ccccc2)c2ccccc12)C(=O)NCC1CCCO1 (stereo not drawn) | 0.1
CCOC(=O)c1ccc(NC(=O)Nc2ccc(Cl)cn2)cc1 | 3.4
COc1ccccc1-n1c(C)nc2cc(C(=O)O)ccc21 | -1.8
COCCNC(=O)C(=O)N/N=C(\C)CC(=O)Nc1cccc(C(F)(F)F)c1 | -0.4
CCc1noc(C)c1C(=O)N1CCSC1=Nc1cccc(Cl)c1C | 1.0
OCCN=C(c1ccccc1)C12CN3CN(CN(C3)C1)C2 | -1.5
COc1nc(N2CCOCC2)nc(C)c1[N+](=O)[O-] | 6.2
Nc1nonc1-n1nnc(C(=O)N/N=C/c2cccc(Cl)c2)c1CSc1ccc(Cl)cc1 | 0.1

Some values from the results shown:
`Nc1nonc1-n1nnc(C(=O)N/N=C/c2cccc(Cl)c2)c1CSc1ccc(Cl)cc1` – TTR transcr act: 0.1
`CCOC(=O)c1ccc(NC(=O)Nc2ccc(Cl)cn2)cc1` – TTR transcr act: 3.4
`COCCNC(=O)C(=O)N/N=C(\C)CC(=O)Nc1cccc(C(F)(F)F)c1` – TTR transcr act: -0.4

(list continues)
structure | TTR transcr act
CC1CCC(=O)N(CCC#N)CC1 (stereo not drawn) | -2.0
CCN(CCCNC(=O)CN(C)S(=O)(=O)c1cccc2nsnc12)c1cccc(C)c1 | 0.6
Cc1cccc(C)c1OCCOC(=O)c1n[nH]c2ccccc12 | 0.7
O=C(NCCc1ccccc1)O[C@H]1CC[C@@]23CCCN2C(=O)CCC[C@H]3C1 | -1.4
O=C(CCNC(=O)C1CCN(S(=O)(=O)c2ccc(F)cc2)CC1)NCc1ccc(Cl)cc1 | -1.4
O=C(O)CCn1c(=O)oc2cc(S(=O)(=O)N3CCCC3)ccc21 | -2.1
CC(C(Sc1ccccc1N)c1ccccc1)[N+](=O)[O-] (stereo not drawn) | -1.3
CC1CC(C)CN(C(C(=O)NC2CCCCC2)c2ccnc3ccccc23)C1 (stereo not drawn) | 1.2
Cn1c(-c2ccc(Br)cc2)cnc1NCc1ccc(C#N)cc1 | -0.7
CC(=O)OC1CC2(C)C(=O)CCC2C2CCc3cc(O)ccc3C12 (stereo not drawn) | 0.5
C=CC[C@@H](CC(=O)N[C@@H](CO)Cc1ccccc1)C(=O)N[C@H](C)COC(=O)[C@@H](CC=C)Cc1ccc(F)cc1 | -1.6
COc1ccc(OC)c(N(CC(=O)N2CCOCC2)S(C)(=O)=O)c1 | -1.0
CS(=O)(=O)N1N=C(c2cccs2)CC1c1ccccc1O (stereo not drawn) | 1.0
O=S(=O)(c1ccc(Cl)c(C(F)(F)F)c1)N1CCN(c2ccccn2)CC1 | 0.5
CCC(Sc1nc(C)cc(=O)[nH]1)C(=O)Nc1ccc(Cl)cn1 (stereo not drawn) | -1.5
C(=N\Nc1nc2ccccc2[nH]1)/c1ccc2ncccc2c1 | -2.5
Oc1ccc(Nc2ncnc3ccccc23)cc1 | 0.4
COc1ccc(N(CC(=O)Nc2nccs2)S(=O)(=O)c2c(C)[nH]c(=O)[nH]c2=O)cc1 | -0.8
CN1CCSc2ccc(C(=O)Nc3ccc(Cl)cc3)cc21 | -1.9
CC(C)(C)OC(=O)C[C@@H]1C/C=C\C[C@@H](CC(=O)N[C@@H](CO)Cc2ccccc2)C(=O)NC[C@@H](c2ccccc2)OC1=O | -1.9
CC(C)n1[nH]c2ccccc2c1=O | 4.9

7 entries out of the list above, sorted by the number in TTR transcr act, high to low.
| structure | TTR transcr act |
| --- | --- |
| COc1ccc(NC(=O)CSc2nc(-c3ccncc3)nn2CC(=O)N2CCCC2)cc1 | 2.0 |
| Cc1cccc(C)c1OCCOC(=O)c1n[nH]c2ccccc12 | 0.7 |
| CCOc1ccccc1NC(=O)C1C2C=CC(C2)C1C(=O)O (stereo not drawn) | -0.1 |
| COc1ccc(OC)c(N(CC(=O)N2CCOCC2)S(C)(=O)=O)c1 | -1.0 |
| Cc1nc(SCC(=O)N(CC(C)C)C2CCS(=O)(=O)C2)c2ccccc2n1 (stereo not drawn) | -1.6 |
| CC(C)(C)OC(=O)C[C@@H]1C/C=C\C[C@@H](CC(=O)N[C@@H](CO)Cc2ccccc2)C(=O)NC[C@@H](c2ccccc2)OC1=O | -1.9 |
| CC1CCC(=O)N(CCC#N)CC1 (stereo not drawn) | -2.0 |

A portion of the library; the hit share may differ from the screen's.
